Compound activity (PubChem)
MT stabilize HCS: stabilizes microtubules in HeLa cells; % tubulin-high responders, % at 10 µM; 0.83% of 200,000 active; AID 2205; HeLa tubulin immunostaining HCS, 24 h; share of cells brighter than vehicle mean+2SD;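 active means plate Z-score above 3 for both tubulin-high and condensed-nucleus cell shares, with cell loss under 80%, at 10 µM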;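 further: anti alpha tubulin signal scored within the nucleus-defined area of each cell; some results filed as inactive read as strong as hits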
NOD2 inhibition: NOD2 signaling inhibitors, cell-based, luminescence, uHTS, HEK293 (AID 1566). inhibition, % at 4 µM; hits with a dose series show EC50 in µM. 0.63% of 290,000 active. HEK293 NOD2/NF-kB luciferase reporter, luminescence; higher % means a stronger effect; in the data active means inhibition above about 50%; further: many of its hits are not listed in these tables
NOD1 inhibition: inhibition of NOD1-driven NF-kB reporter – cell-based, luminescence, uHTS, primary screen (AID 1578); NOD1-driven NF-kB luciferase reporter cells, luminescence; higher % means a stronger effect; one-dose inhibition, % at 4 µM; EC50 in µM for titrated hits; 1% of 290,000 active; in the data active means inhibition mostly above about 36%, no sharp cut-off; inactive means mostly below about 34%;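 further: HEK-293T reporter cells stimulated with the NOD1 agonist gamma-tri-DAP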
P. falciparum M17LAP: P. falciparum M17LAP inhibitors, primary screen, biochemical, fluorogenic H-Leu-NHMec substrate, 1536-well (AID 1619); 0.38% of 220,000 active; recombinant M17LAP, H-Leu-NHMec fluorogenic kinetic assay; higher % means a stronger effect; inhibition, % at 30 µM; hits with a dose series show IC50 in µM;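 active means compound inhibiting the enzyme by more than half at any dose during confirmatory dose-response retesting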;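 further: plate controls were full reaction with DMSO carrier for no effect and no enzyme background for full effect; strong numbers were not always called active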
bCat nuc transl: modulators of beta-catenin nuclear translocation; 0.3% of 190,000 active; HeLa beta-catenin nuclear translocation, immunofluorescence imaging; nuclear translocation activity, % at 5 µM; AID 1665;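 active means nuclear translocation activity above 50% at 5 µM, with a well cell count of 50 or more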;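 further: per-cell ratio of nuclear to cytoplasmic median beta-catenin stain intensity; plate controls were DMSO negative control for no effect and GSK-3 inhibitor IX positive control for full effect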
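test system = HeLa cells, endogenous beta-catenin | dosing = single 5 µM dose plus 0.02–20 µM confirmation series | times = compound treatment 24 h, 37°C, 5% CO2 | technique = beta-catenin immunofluorescence imaging with DAPI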
Insulin prom up: MIN6 insulin promoter up-regulation; MIN6 insulin promoter-GFP reporter, high-content imaging; hits give high values; 0.3% of 190,000 active; z-score at 5 µM;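 active means z-score above 3 at 5 µM with at least 500 cells counted in the well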
Autophagy HCS: alters autophagy in cells | MEF GFP-LC3 puncta imaging; test concentration mostly 10 µM | calls only at 10 µM (by protocol) | 0.98% of 190,000 active | AID 463193;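 active means percentage of spot-positive cells more than 3 SD above its plate mean, without a fluorescence outlier flag or 80% toxicity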;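 further: spot-positive cell cutoff set from DMSO-treated cells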
Dynein transport: dynein cargo transport inhibition | 0.47% of 220,000 active | 3617.4 mouse cells, GR-EGFP nuclear translocation imaging; test concentration mostly 20 µM; stimulated with dexamethasone, 1 µM; hits give low values | AID 1381 | z-score, hits read low;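 active means plate z-score of nuclear minus cytoplasmic receptor signal below a set negative limit, without overly bright fluorescence or cell loss, cut at about -3.5 in these data, passing the limit was not always enough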;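 further: z-score of nuclear minus cytoplasmic ring GR-EGFP intensity difference per well; some compounds called inactive have numbers as strong as hits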
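Buffer or medium: tetracycline-free induction medium containing charcoal-stripped FBS / Reagent: dexamethasone agonist, 1.0 µM final, for 30 min / Technique: automated 10x imaging of fixed Hoechst-stained cells / Times: induction 48 h, compound 1 h, agonist 30 min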
Yfh1-depleted yeast: mitochondrial function rescue without frataxin homolog – Friedreich's ataxia, plus single-dose screen, dose response (AID 1465); S. cerevisiae Yfh1-off respiration, WST-1 reduction, 72 h; higher fold induction means a stronger effect; fold induction at 50 µM; hits with a dose series show EC50 in µM; 0.074% of 220,000 active;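 active means fold induction of absorbance versus untreated yeast above a set limit, then at least 30% activation at any dose in follow-up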;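 further: activators that raise dye reduction in frataxin-depleted yeast; strong numbers were not always called active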
Dynein transport cytoplasmic EGFP: also measured in Dynein transport; calls as there; z-score; measured here: cytoplasmic GR-EGFP intensity; hits give high values
Dynein transport nuclear GR-EGFP: further read-out of Dynein transport, marked with its call; z-score; measured here: nuclear GR-EGFP intensity;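 lower value marks the stronger effect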
Dynein transport cell count: second read-out of Dynein transport, no call of its own (marks repeat the call); z-score; measured here: cell count per field
Insulin prom up cell count: also measured in Insulin prom up; calls as there; cell count; measured here: cytotoxicity, nuclei count;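 total cells summed across four imaged fields per well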
bCat nuc transl cell count 5 µM: recorded beside bCat nuc transl, whose call it bears; cell count; measured here: cell count, cytotoxicity flag
MT stabilize HCS Hoechst-high %: also measured in MT stabilize HCS; calls as there; % Hoechst-high responders; measured here: nuclear condensation Hoechst responders;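 share of cells brighter than vehicle mean plus two SD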
MT stabilize HCS cytotoxicity %: recorded beside MT stabilize HCS, whose call it bears; toxicity, %; measured here: cytotoxicity by cell density;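 0% = mean cell density of plate MIN control wells and 100% = no cells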
Autophagy HCS cell loss 18 h: second read-out of Autophagy HCS, no call of its own (marks repeat the call); toxicity, %; measured here: cell loss, nuclei count;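 cell loss after 18 h compound exposure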
Starred values were filed as active, the others as inactive; i = inactive; / = not tested or not shown; + = active, no number. Not all compounds are listed; rates above refer to the full screens.

SMILES	MT stabilize HCS	MT stabilize HCS Hoechst-high %	MT stabilize HCS cytotoxicity %	NOD2 inhibition	NOD1 inhibition	P. falciparum M17LAP	bCat nuc transl	bCat nuc transl cell count 5 µM	Insulin prom up	Insulin prom up cell count	Autophagy HCS	Autophagy HCS cell loss 18 h	Dynein transport	Dynein transport cytoplasmic EGFP	Dynein transport nuclear GR-EGFP	Dynein transport cell count	Yfh1-depleted yeast
Cc1nn(CC2CC2)c(=O)n1-c1cccc(Cl)c1	6.7	0.8	6.8	4%	-49%	-4%	0.5	1143	-0.7	1277	i	5	0.34	-0.33	-0.21	-0.14	i
O=C(CSc1nc2ccccc2[nH]1)Nc1ccc2c(c1)OCCO2	5.3	2.0	0.5	5%	-40%	6%	-0.3	1112	-0.75	1239	i	-55	-0.46	-0.31	0.0053	-0.44	i
Cc1cc(NC(=O)CN2C(=O)NC(Cc3ccccc3)C2=O)no1 (stereo not given)	0.6	1.0	13	14%	1%	4%	/	/	-0.7	978	i	1	-0.42	-0.028	-0.41	0.45	i
CCc1ccc(CCC(=O)Nc2sc3c(c2C#N)CCCC3)o1	17*	30*	49*	-6%	/	1%	64*	388*	-0.19	1072	+	55*	-0.68	-0.16	-0.97	0.76	i
CCC(=O)Nc1nc2ccccc2n1Cc1ccccc1	4.9	2.2	7.0	13%	23%	0%	-1.9	1003	-0.28	1127	i	-1	1.4	-0.17	1	-0.41	i
CC(C)CC(=O)CN1C(=O)C2(OCCO2)c2ccccc21	2.8	2.3	5.4	-2%	-6%	7%	-1.3	1060	0.06	1724	i	0	-0.11	-0.2	-0.094	-0.29	i
Cc1ccc2c(c1)C1C=CCC1C(C(=O)O)N2 (stereo not given)	4.5	2.5	13	17%	-6%	23%	15	552	0.48	1164	i	-55	2.1	-0.16	1.8	-1.2	i
COc1cc(NC(=O)COC(=O)c2ccc(S(=O)(=O)N3CC(C)CC(C)C3)cc2)c(C)cc1[N+](=O)[O-] (stereo not given)	3.6	2.1	4.9	-6%	-10%	9%	1.4	1060	1.2	1578	i	2	-0.081	-0.23	0.26	-0.42	i
COC(Cc1nnc(SC)n1-c1ccc(Cl)cc1)OC	1.4	2.0	6.2	10%	9%	10%	/	/	/	/	i	3	-0.051	-0.19	-0.31	0.5	i
CC(C)(C)c1ccc(/C=N/NC(=O)c2ccccn2)cc1	2.2	1.7	6.6	-146%	7%	-3%	2.0	1074	0.44	1386	i	-6	0.14	-0.38	0.18	0.78	i
Cc1cccc(CS(=O)(=O)Cc2ccc(C(=O)NCc3ccco3)o2)c1	4.8	4.6	5.8	-7%	28%	16%	0.2	1303	1	1617	i	6	1.2	-0.26	0.73	-1.4	/
CCCn1c(C(C)C)n[nH]c1=S	/	/	/	22%	-8%	-8%	-0.6	1265	-0.08	998	/	/	-0.46	-0.22	0.1	0.6	i
O=C(/C=C/c1ccco1)c1ccc(O)cc1	3.4	2.3	12	-14%	-28%	18%	1.2	1028	0.43	1247	i	0	2.3	-0.13	0.73	-1	i
CC(=O)C1=C(O)C(=O)N(CCCn2ccnc2)C1c1ccc(C)cc1 (stereo not given)	1.8	1.8	5.9	-5%	-6%	6%	0.3	1417	-0.14	1568	i	-2	-0.26	-0.23	-0.53	0.35	i
CC(=O)Nc1c(C)ccc2nsnc12	3.1	1.5	4.2	-9%	-26%	2%	-1.8	1164	0.92	2005	i	11	0.73	-0.12	1	0.98	i
CCOc1ccc(CC(=O)Nc2ccc(-c3ccc4nnc(C)n4n3)cc2)cc1	4.9	2.1	2.0	-9%	-43%	-1%	-1.3	1185	0.25	1243	i	8	-0.32	-0.22	-0.19	-0.17	i
CCOc1cc(/C=C2/C(=O)ON=C2C)ccc1OCc1ccccc1	3.0	2.4	4.0	-25%	6%	-8%	0.9	1560	1	1594	i	-12	0.19	-0.2	0.25	0.23	i
CC1CN(C(=S)SCCN2Cc3ccccc3C2=O)CC(C)O1 (stereo not given)	4.7	1.1	1.3	14%	21%	8%	0.1	1119	1.5	1508	i	20	0.52	-0.12	0.42	0.68	i
Cc1cc(C)nc(NNC(=O)NC2CCCCC2)n1	3.4	1.9	8.6	11%	-38%	6%	-2.9	1043	-0.26	1159	i	-14	-0.021	-0.13	0.058	-0.21	i
O=c1[nH]cnc2c1N1CCC2CC1	3.7	2.3	7.8	-22%	-15%	-8%	-6.8	911	-0.1	1022	i	9	-0.83	-0.22	-0.15	0.35	i
CN(C)c1nc(OCC(=O)NC(C)(C)C)nc(N(C)C)n1	1.4	1.6	7.7	15%	-21%	-9%	0.5	1003	0.27	1299	i	-7	0.0028	-0.25	0.027	-0.39	i
CCc1cc2c(cc3c(=O)n(CC(=O)NCCCN4CC(C)CC(C)C4)ncn32)s1 (stereo not given)	6.8	2.1	2.0	18%	2%	-6%	0.8	1167	-0.19	1188	i	8	-0.6	-0.12	-0.064	-0.34	i
COc1ccc(Oc2ncnc3c2oc2ccc(Br)cc23)cc1	/	/	/	-16%	-27%	/	-0.5	758	0.02	1022	/	/	/	/	/	/	i
COc1cc(OC)cc(C(=O)Nc2ccc(S(=O)(=O)N(C)C)cc2)c1	2.4	1.9	2.9	5%	-15%	11%	-1.8	944	-0.03	1396	i	1	0.21	-0.2	0.075	0.18	i
CSc1ccc(-c2nc(CN(C)C3CCOC3)c(C)o2)cc1 (stereo not given)	1.4	1.0	0.4	-56%	-62%	4%	-1.7	970	-0.43	1408	i	22	-0.48	-0.25	-0.43	0.38	i
COc1cc(CNCCc2c[nH]c3ccccc23)ccc1OCc1ccc(F)cc1	3.1	1.1	1.2	-3%	-6%	11%	2.2	1161	-0.57	701	i	6	-3.9	1.1	-1.9	-4.5	i
Cc1ccc2c(c1)C(=O)C(=O)N2CC(=O)OC(C)C	2.8	0.7	2.6	-2%	-8%	4%	-0.9	1354	-0.09	1530	i	-6	0.34	-0.21	-0.46	-0.29	i
CCN(CC)CC(C)CNC(=O)CN1C(=O)CSc2ccc(S(=O)(=O)N3CCOCC3)cc21 (stereo not given)	2.0	1.3	6.3	10%	-30%	-4%	-5.9	599	-0.09	1347	i	8	-1	-0.28	0.014	0.88	i
O=C(/C=C/c1ccccc1)Nc1sc2c(c1C(=O)O)CCC2	/	/	/	-13%	-3%	18%	0.7	1253	-0.41	1098	/	/	0.15	-0.22	0.087	0.057	i
O=c1[nH]c2ccccc2n2c(=S)[nH]nc12	/	/	/	-13%	-10%	1%	-2.1	1054	-0.04	1550	/	/	0.077	-0.25	-0.076	0.7	i
Cc1cccc(/C=C/C(=O)c2ccc(NC3=NCCCS3)cc2)c1	11	15	42	-1%	32%	12%	11	690	0.08	1043	i	4	-0.9	-0.29	-0.73	0.79	i
CC(=O)C1=C(O)C(=O)N(c2nccs2)C1c1ccccc1F (stereo not given)	/	/	/	3%	-12%	13%	0.5	1267	/	/	/	/	0.8	-0.19	0.51	-0.4	i
COc1ccc(N2C(=O)/C(=C\c3ccco3)N=C2SCC(N)=O)cc1Cl	3.5	2.9	7.5	12%	-35%	29%	-1.7	1074	-0.43	1278	i	9	0.4	-0.16	0.26	-0.13	i
COc1cc(OC)cc(C(=O)NCC(=O)OCC(=O)/C=C2/N(C)c3ccccc3C2(C)C)c1	2.1	3.2	6.3	0%	-37%	-2%	4.4	1040	-1.5	659	i	10	0.072	-0.34	-0.048	0.05	i
COCC(C)NC(=O)c1cc2cc(OC)ccc2[nH]1 (stereo not given)	/	/	/	14%	-1%	-17%	2.3	1054	-0.01	1356	/	/	0.66	-0.25	-0.032	0.29	i
Cn1nccc1C(=O)OCC(=O)Nc1nc(-c2ccccc2)cs1	3.2	3.9	11	-42%	-55%	6%	-1.1	1181	-0.36	1029	i	14	0.4	-0.19	0.67	-0.57	i
CCc1cc(CC)c(/C=N/NC(N)=O)c(CC)c1	4.9	2.7	4.7	25%	2%	1%	1.5	1087	-0.97	1045	i	3	-1.4	-0.28	-0.6	0.33	i
CCC(=O)Nc1ccc2c(c1)C(=O)N(C)C2=O	1.6	0.9	6.2	7%	-22%	-67%	/	/	0.5	975	i	-3	-0.6	0.76	-0.00015	0.3	i
CC1(C)CC2CC(C)(CN2S(=O)(=O)c2cccc(N)c2)C1 (stereo not given)	3.1	1.9	3.1	-5%	-18%	13%	0.9	535	/	/	i	6	-0.23	-0.17	0.33	-1.2	i
CC(OCC(O)CN(C)CCOc1ccccc1)c1ccc(Cl)cc1 (stereo not given)	2.8	1.9	5.5	-1%	2%	-1%	-2.9	1016	-2.1	1163	i	10	2.6	0.035	1.5	-2.4	i

Shown with values under each structure: part of the list above
Every second line gives: MT stabilize HCS	MT stabilize HCS Hoechst-high %	MT stabilize HCS cytotoxicity %	NOD2 inhibition	NOD1 inhibition	P. falciparum M17LAP	bCat nuc transl	bCat nuc transl cell count 5 µM	Insulin prom up	Insulin prom up cell count	Autophagy HCS	Autophagy HCS cell loss 18 h	Dynein transport	Dynein transport cytoplasmic EGFP	Dynein transport nuclear GR-EGFP	Dynein transport cell count	Yfh1-depleted yeast
> CC(=O)C1=C(O)C(=O)N(c2nccs2)C1c1ccccc1F (stereo not given)
    /	/	/	3%	-12%	13%	0.5	1267	/	/	/	/	0.8	-0.19	0.51	-0.4	i
> CC(OCC(O)CN(C)CCOc1ccccc1)c1ccc(Cl)cc1 (stereo not given)
    2.8	1.9	5.5	-1%	2%	-1%	-2.9	1016	-2.1	1163	i	10	2.6	0.035	1.5	-2.4	i
